Fh CTSL1 inh: cathepsin L1 inhibition, PFM18AAP counter-screen; hit rate 0.49% among 300,000; inhibition, % at 5.96 µM; recombinant F. hepatica cathepsin L1, Z-Leu-Arg-MCA fluorescence;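 active = inhibition above the mean of all tested compounds plus 3 SD, set per screening campaign, cut at about 17% in these data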;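 also: 0% = plate median of test compound wells and 100% = 1 µM Z-Phe-Ala-diazomethylketone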
proCasp7 act: counter-screen: procaspase-7 (human) activation; recombinant procaspase-7, Ac-DEVD-pNA absorbance 405 nm; D23A/D198A/D206A triple mutant, cannot self-cleave; scale: DMSO 0, 5 µM enzyme 100; activation, % at 8.5 µM; P55210; hit rate 0.093% among 330,000;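 active = percent activation above the screen-wide mean plus 3 SD, cut at about 25% in these data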
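Assay system: Uncleavable procaspase-7 mutant enzyme | Input: 2 µM procaspase-7 mutant as dispensed | Timing: 1 h compound preincubation, 2 h substrate cleavage, 25 °C | Repeats: One well per compound | Control set: DMSO wells as 0%, DMSO with 5 µM added PC-7 as 100% | Technique: Epi-absorbance of released pNA at 405 nm, two timepoints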
core dimer inh: blocks dimerization of HCV core protein | TR-FRET GST/Flag-core106 dimerization, 1536-well | inhibition, % at 5 µM | hit rate 0.33% among 300,000;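 active = inhibition above the mean of all tested compounds plus 3 SD, set per screening campaign, cut at about 45% in these data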
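Assay system: GST-tagged and Flag-tagged HCV core protein residues 1-106 / Times: compound-protein-antibody incubation 4 h at 22.5 °C / Signal: time-resolved FRET, ex 340 nm, em 617 and 671 nm / Evaluation: % inhibition based on acceptor/donor emission ratio / Benchmarks: wells lacking GST-core106 and wells with excess unlabelled core106 / Repeats: singlicate, one well per compound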
PP1 counter: PP1-alpha (human) inhibition in PP5 counter-screen. P62136. purified PP1alpha, OMFP fluorescence. inhibition, % at 6.7 µM. hit rate 0.9% among 320,000. AID 2235;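 active = inhibition above the mean inhibition of all tested compounds plus 3 SD, computed separately for each screening campaign, cut at about 15% in these data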
Target sequence (P62136 whole entry, looked up): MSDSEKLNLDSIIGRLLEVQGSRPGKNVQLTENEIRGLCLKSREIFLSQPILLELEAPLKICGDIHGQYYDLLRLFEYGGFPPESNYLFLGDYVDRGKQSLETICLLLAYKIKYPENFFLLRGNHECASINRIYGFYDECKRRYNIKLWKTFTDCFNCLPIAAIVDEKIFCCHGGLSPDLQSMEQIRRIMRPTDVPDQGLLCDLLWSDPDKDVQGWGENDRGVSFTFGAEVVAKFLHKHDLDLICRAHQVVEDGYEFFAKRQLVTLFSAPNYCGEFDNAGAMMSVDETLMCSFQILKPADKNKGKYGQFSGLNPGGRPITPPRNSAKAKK
TPT1 inh: C. albicans TPT1 enzyme inhibition | hit rate 0.81% among 300,000 | recombinant caTPT1, FP RNA substrate dephosphorylation | inhibition, % at 5 µM;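 active = inhibition above the mean of all tested compounds plus 3 SD, set per screening campaign, cut at about 24% in these data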;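 also: plate controls were DMSO alone for no effect and ferristatin control at 100 nM for full effect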
JMJD2C inh: human JMJD2C demethylase inhibition; Q9H3R0; GST-JMJD2C(1-420) H3K9me3 demethylation, DELFIA europium; inhibition, % at 2.35 µM; hit rate 0.069% among 330,000; AID 2099;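 active = more than half of a compound's replicate wells show inhibition beyond 50%, single wells judged on their own value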;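 also: signal counts dimethyl H3K9 product captured on neutravidin plate; 0% = median of DMSO wells and 100% = 0.3 times that DMSO median; strong numbers were not always called active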
Target sequence (Q9H3R0 1-420 limits assumed): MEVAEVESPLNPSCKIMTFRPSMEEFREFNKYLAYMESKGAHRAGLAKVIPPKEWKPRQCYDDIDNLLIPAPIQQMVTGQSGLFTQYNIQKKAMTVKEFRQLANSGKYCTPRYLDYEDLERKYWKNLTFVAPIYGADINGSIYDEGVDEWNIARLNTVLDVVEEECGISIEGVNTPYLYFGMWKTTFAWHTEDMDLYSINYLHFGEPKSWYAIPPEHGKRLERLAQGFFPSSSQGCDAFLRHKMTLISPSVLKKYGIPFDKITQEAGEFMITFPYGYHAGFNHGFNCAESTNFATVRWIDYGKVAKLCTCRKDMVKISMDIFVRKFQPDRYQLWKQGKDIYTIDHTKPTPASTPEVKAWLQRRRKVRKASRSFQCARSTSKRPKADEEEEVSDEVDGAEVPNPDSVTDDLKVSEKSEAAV
PP5 primary: inhibitors of human protein phosphatase 5 (PP5) | P53041 | purified PP5c, OMFP substrate fluorescence | inhibition, % at 6.7 µM | hit rate 0.18% among 320,000;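 active = inhibition above the campaign's mean inhibition across all tested compounds plus 3 SD, cut at about 9.5% in these data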;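 also: 0% = DMSO only and 100% = 100 µM cantharidin control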
Efflux pump mplx: inhibitors of Candida antifungal efflux pumps expressed in yeast. S. cerevisiae Candida pump triplex, Nile Red efflux. inhibition, % at 10 µM. hit rate 0.44% among 330,000. AID 485275;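 active = plate passing quality check with inhibition over a set limit, or well fluorescence over plate mean plus 4 SD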;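 also: Nile Red retained in pooled yeast measured as flow cytometry median fluorescence; 0% = buffer negative control and 100% = Enniatin B positive control; higher means more Nile Red kept so more efflux inhibition; some compounds called inactive have numbers as strong as hits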
procasp3 activ: activates human procaspase-3; recombinant procaspase-3 D3A, Ac-DEVD-pNA absorbance 405 nm; activation, % at 8.5 µM; hit rate 0.11% among 330,000;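 active = activation above the mean of all tested compounds plus 3 SD, cut at about 21% in these data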;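 also: 0% = DMSO alone and 100% = DMSO wells spiked with extra 5 µM PC-3 D3A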
Target sequence (P42574 whole entry D9A/D28A/D175A): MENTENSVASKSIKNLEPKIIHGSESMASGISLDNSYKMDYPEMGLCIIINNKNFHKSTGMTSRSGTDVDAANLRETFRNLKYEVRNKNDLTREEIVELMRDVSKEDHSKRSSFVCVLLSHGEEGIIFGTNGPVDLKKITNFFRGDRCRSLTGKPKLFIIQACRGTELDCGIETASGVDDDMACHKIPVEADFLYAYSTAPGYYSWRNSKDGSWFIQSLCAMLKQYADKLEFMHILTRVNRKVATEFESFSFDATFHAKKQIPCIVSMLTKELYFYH
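Evaluation: percent activation relative to control range; Material: Procaspase-3 D3A mutant, all three cleavage aspartates alanine; Compound: single dose, 8.5 µM nominal compound, 0.8% DMSO; Replication: one well per compound; Signal: absorbance at 405 nm, 0 and 120 min; Schedule: 1 h preincubation plus 2 h reaction at 25 °C.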
Numbers without * were called inactive; i = inactive; · = no result given; & = joins results of further samples.

Under each structure: Fh CTSL1 inh	proCasp7 act	core dimer inh	PP1 counter	TPT1 inh	JMJD2C inh	PP5 primary	Efflux pump mplx	procasp3 activ
1: CC(C)Cn1c(O)c2ccc(C(=O)N=NC(=O)c3cccnc3)cc2c1O
  -1.0	-0.8	1.7	3.2	-1.1	2.2	2.9	-0.4	-2.0
2: Cc1cc(C)c(OCC(=O)Nc2ccc(S(=O)(=O)N3CCOCC3)cc2)c(C)c1
  -0.5	3.3	5.6	-3.3	0.6	9.2	3.5	-0.2	-0.7
3: c1cnc(N2CCN(Cc3c[nH]c4ccccc34)CC2)nc1
  0.9	-3.6	2.6	4.5	-3.1	0.4	-1.4	-0.1	1.6
4: COc1ccc2c(c1OC)C(=O)N1C2SC(C)(C)[C@H]1C(=O)NC1CC1 (some centres not stated)
  -1.2	4.8	-1.6	-3.8	-3.6	i	1.5	-0.2	6.9
5: Cc1ccc(-n2cccn2)cc1
  -1.1	-2.4	-1.8	0.0	-0.7	6.1	-0.2	-0.2	0.6
6: Cc1c(NC(=O)C(C)Sc2ncnc3ccccc23)c(=O)n(-c2ccccc2)n1C (configuration not stated)
  12.6	9.0	2.7	-5.9	0.7	24.2	0.4	0.2	2.8
7: COc1ccc(/C=C/C(=O)NNC(=O)c2cc(C)oc2C)cc1
  0.5	5.3	-4.9	-5.3	-2.0	3.3	0.7	-0.2	-10.9
8: O=C(CN1CCCC1)NCc1ccccc1
  6.3	17.6	0.3	1.6	-6.0	0.1	0.2	-0.1	0.0
9: CCOc1ccccc1N(C)C(=O)CCS(=O)(=O)c1ccc2c(c1)NC(=O)CO2
  -13.1	8.8	-6.8	-1.3	-4.2	-29.5	0.0	0.1	-4.0
10: CCOC(=O)c1sc2nc(N3CCOCC3)c3c(c2c1N)CC(C)(C)N(C)C3
  2.5	4.3	-0.7	-0.4	8.3	5.0&-9.4	1.4	0.2	-11.3
11: O=C(NCCCN1CCOCC1)c1cn(-c2ccccc2)nc1-c1ccc(F)cc1
  ·	4.7	·	·	·	-5.2	·	0.1	14.6
12: CC1CN(S(=O)(=O)Cc2ccccc2)CC(C)O1 (configuration not stated)
  -3.0	4.2	-3.3	-1.7	-4.7	-8.4	2.6	-0.2	4.8
13: Cn1c(N2C(=O)CC(Cc3ccccc3)C2=O)nc2ccccc21 (configuration not stated)
  2.3	-0.8	-0.3	-1.2	-3.8	-4.0	-0.5	0.0	0.6
14: COc1ccc(NC(=O)CCNS(=O)(=O)c2ccc3c(c2)CC(C)N3C(C)=O)cc1 (configuration not stated)
  1.2	-2.7	-7.8	0.2	-1.9	3.3	0.1	0.4	-4.8
15: CCCC1(CCC)NC(=O)NC1=O
  4.6	3.0	-0.5	-2.3	1.7	-7.1	-0.7	0.1	6.1
16: O=C(NNC1=NCCC1)c1ccc(Br)cc1
  1.4	-5.2	-6.9	-3.1	-4.7	-10.1	-0.9	-0.1	-1.4
17: CC1=C[C@H]2Cc3cc(C)cc(C)c3S(=O)(=O)[C@@H]2C=C1
  1.6	9.4	6.0	-2.3	-1.6	-3.2	-0.7	0.3	8.5
18: CCOC(=O)C1=C(C(F)(F)F)Nc2ncnn2C1c1ccc(OC)cc1OC (configuration not stated)
  5.5	8.3	-3.1	-2.8	-0.6	-17.8	0.0	0.2	-3.5
19: CC(=O)Nc1cccc(C(=O)NCCc2ccco2)c1
  -5.5	6.2	-8.3	0.4	-4.6	2.1	5.0	-0.2	-6.2
20: COc1cc(C)nc(NS(=O)(=O)c2ccccc2)n1
  2.0	-3.7	2.9	-3.8	-5.6	-47.1	2.6	0.0	-3.7
21: C=CCn1c(/N=C/c2ccc(N(C)C)cc2)nc2ccccc21
  4.1	3.6	6.0	-2.1	26.6*	-0.3	-0.8	0.1	9.2
22: COc1cc(/C=C2/C(=O)N=C(N)N2C)cc(OC)c1OC
  2.6	-6.7	4.5	4.9	1.1	10.5	2.8	0.0	4.1
23: Cc1nc(NC(=O)c2ccccc2)sc1-c1csc(NCCc2ccccc2)n1
  2.4	-3.6	1.5	2.9	-0.3	2.1	-1.5	0.0	-10.0
24: C[C@H](NS(=O)(=O)c1ccc(F)cc1)C(=O)OCC(=O)c1c(N)n(C)c(=O)n(C)c1=O
  ·	2.1	·	·	·	-6.0	·	-0.2	2.0
25: CCCCNC(=O)Cn1c2c(c(-c3ccccc3Cl)cc1=O)CCC2
  -1.7	1.3	-9.3	5.3	3.2	-3.6	2.1	0.1	1.6
26: Cc1ccc(NC(=O)C2CC(=O)n3c(nc4ccccc43)N2)cc1 (configuration not stated)
  -1.1	8.6	-8.4	-0.3	2.3	-2.0	-1.8	0.0	0.4
27: CCOC(=O)c1cc(-c2cccc([N+](=O)[O-])c2)nc2[nH]c(=O)[nH]c(=O)c12
  2.1	6.2	-5.8	-0.2	-1.3	-7.9	-2.4	-0.4	-1.2
28: O=C(NC(=S)NCCN1CCOCC1)c1ccccc1Cl
  2.7	0.2	-2.1	-0.5	-2.9	13.8	-0.5	0.1	5.0
29: CC(C)c1ccc(CN(C(=O)/C=C/c2ccco2)C2CCS(=O)(=O)C2)cc1 (configuration not stated)
  6.5	-7.7	17.4	1.3	4.7	6.3	0.9	0.0	-3.4
30: Cc1cccc(N2CCN(C(=O)c3cn(C)c(=O)c4c3c3ccccc3n4C)CC2)c1C
  2.4	-4.7	11.0	-0.1	-2.2	-7.9	4.9	0.3	2.0

Two successive records already listed:
Under each structure: Fh CTSL1 inh	proCasp7 act	core dimer inh	PP1 counter	TPT1 inh	JMJD2C inh	PP5 primary	Efflux pump mplx	procasp3 activ
13: Cn1c(N2C(=O)CC(Cc3ccccc3)C2=O)nc2ccccc21 (configuration not stated)
  2.3	-0.8	-0.3	-1.2	-3.8	-4.0	-0.5	0.0	0.6
14: COc1ccc(NC(=O)CCNS(=O)(=O)c2ccc3c(c2)CC(C)N3C(C)=O)cc1 (configuration not stated)
  1.2	-2.7	-7.8	0.2	-1.9	3.3	0.1	0.4	-4.8

The results go on.
Under each structure: Fh CTSL1 inh	proCasp7 act	core dimer inh	PP1 counter	TPT1 inh	JMJD2C inh	PP5 primary	Efflux pump mplx	procasp3 activ
31: COc1ccc(CCNC(=O)Cn2c(=O)oc3ccccc32)cc1OC
  -4.8	8.7	-2.3	-1.0	0.7	3.9	1.6	0.0	-1.2
32: CCCC(=O)N1CCN(c2nc3ccc(Cl)cc3s2)CC1
  -0.3	7.8	-2.6	-3.9	-1.0	-4.1	-1.6	0.0	-3.8
33: Cc1ccc2c(-c3ccc([N+](=O)[O-])cc3)cc(=O)[nH]c2c1
  8.8	-5.0	0.9	3.2	-3.0	-1.3	-2.5	0.0	-5.5
34: O=C1CCN(C(=O)c2ccc(Cl)cc2)N1
  -1.5	10.6	-5.0	-3.6	-1.8	-15.6	-4.3	0.0	3.4
35: COc1cc2c(cc1OC)-c1cc(Nc3ccc(F)cc3)nc(=O)n1CC2
  2.4	-5.3	-3.0	-2.4	1.0	2.7	4.0	0.1	-3.8
36: CN(C)c1cccc(C(=O)NCc2ccccc2)c1
  -0.3	2.0	-4.2	-2.2	0.8	-1.6	-0.6	0.0	-2.7
37: Cc1c(NC(=O)C(C)Sc2ccc3ccccc3n2)c(=O)n(-c2ccccc2)n1C (configuration not stated)
  -0.4	15.9	-0.3	-5.5	-5.4	-1.6	-0.9	-0.1	-1.3
38: CCC1=C(OC(=O)N(CC)CC)N2C(=O)OC(=NCC(=O)OC)[C@]2(C)[C@H]2C1=CC[C@H]1C(=O)N(C)C(=O)[C@H]12
  -3.6	-13.0	-8.1	2.4	-4.9	2.2	2.8	-0.1	3.3
39: CC(=O)c1ccc(N2CCN(c3ccc4cc(S(=O)(=O)N5CCC(C)CC5)ccc4n3)CC2)cc1
  -0.3	7.2	5.3	2.4	-1.0	3.1	-0.1	0.0	1.6
40: COc1cccc(NC(=O)c2ccco2)c1
  2.1	-3.5	2.2	-2.1	-5.0	0.0	-1.6	0.0	-4.3
41: Cc1cc(C)nc(SCc2nnc(SCC(=O)Nc3c(C)cccc3C)o2)n1
  6.9	-6.4	-21.3	7.4	2.1	-2.2	-10.9	0.0	8.8
42: CCC(C)NC(=O)c1ccccc1NC(=O)CN1C(=O)c2ccccc2S1(=O)=O (configuration not stated)
  11.6	-7.8	1.9	-8.6	-5.4	-20.8	-3.9	-0.2	5.4
43: Cc1cc(Br)cc(Cl)c1OCC(=O)N1CCN(C(=O)c2ccco2)CC1
  ·	-7.3	·	-0.6	·	9.6	-2.4	0.0	5.8
44: Cc1nnc(NC(=O)c2ccc(-c3cccc(C(F)(F)F)c3)o2)s1
  -1.3	2.6	-4.5	0.0	-1.2	3.2	0.1	0.4	-5.2
45: CC1(C)Cc2cccc(OCC(=O)N3CCN(S(=O)(=O)c4ccccc4)CC3)c2O1
  -1.6	8.8	5.7	-1.6	0.6	0.7	-0.2	0.1	11.2
46: Cc1cc(C)c(-n2c(O)c(C=NCCN3CCOCC3)c(=O)[nH]c2=O)c(C)c1
  -1.8	-2.5	-4.2	-2.2	-2.1	0.1	0.1	-0.2	2.0
47: CN(C)c1ccc(C(=S)Nc2ccccc2)cc1
  1.2	-13.8	-3.4	-0.2	1.4	9.2	2.0	0.2	6.8
48: Fc1cccc(CSc2nc3ncc(Cl)cc3[nH]2)c1
  3.2	7.1	-6.2	11.3	-2.2	-7.7	1.8	0.0	-4.4
49: O=S(=O)(/C=C/c1ccccc1)N1CCN(c2ccccc2)CC1
  1.2	1.5	11.2	3.2	-1.2	3.4	1.4	0.2	2.1
50: CN(CC(=O)Nc1ccccc1C(F)(F)F)C(=O)COc1ncnc2ccccc12
  2.7	7.4	0.4	-1.2	0.3	18.0	-1.1	-0.2	-6.5
51: CCN=C1SC(CC(=O)Nc2ccc(C(F)(F)F)cc2)C(=O)N1CC (configuration not stated)
  -0.9	-4.5	-7.1	-0.7	-2.1	5.1	4.2	-0.2	2.9
